Screening data deposited in PubChem BioAssay by National Center for Advancing Translational Sciences (NCATS).
EPAC1 antag = antagonists of human EPAC1 | O95398 | EPAC1 GEF assay, Rap1b-BODIPY-GDP exchange fluorescence | Potency, µM (top dose mostly 115 µM), inactives show top-dose activity change, negative = inhibition, most hits filed as inhibitors | 0.14% of 360,000 active | AID 720709;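 also: plate controls were vehicle for no effect and positive control for full effect; nearly all actives have a fitted effect of over 50% in size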
EPAC2 agonist = activates human EPAC2 exchange factor; EPAC2 activation, biochemical qHTS; response scale: 100% = 6.5 mM cAMP response; 0.079% of 360,000 active; Potency, µM (series often up to 154 µM), inactives show at the top dose activation, most hits filed as activators; Q8WZA2; also: nearly all actives have a fitted effect of over 50% in size
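Each well held 100 nM EPAC2, 250 nM RAP1B-BODIPY-GDP and 50 uM GDP. Fluorescence, read at 5-min intervals to 30 min, was referenced to a 6.5 mM cAMP positive control.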
EPAC2 antag = blocks human EPAC2 exchange factor | EPAC2 GEF exchange of Rap1B-BODIPY-GDP, fluorescence | Potency, µM (highest dose often 114 µM), for inactives: top-dose activity, negative = inhibition, actives largely listed as inhibitors | 0.18% of 360,000 active; also: % is scaled to controls: 0 for no effect and ±100 for the full control effect; nearly all actives have a fitted effect of over 45% in size; many of its hits are not listed in these tables
PTHR1 ag = activates the human parathyroid hormone receptor PTHR1; Potency, µM (highest dose often 115 µM), for the others: at the top dose activation, hits mostly activators; Q03431; HEK293 GP2 PTHR1 cells, GloSensor cAMP luminescence, 1 h; 0.075% of 410,000 active; also: nearly all actives have a fitted effect of over 55% in size; some results filed as inactive show a strong effect at the top dose; inactives centre near -15; many of its hits are not listed in these tables
Target sequence (Q03431 whole entry, looked up): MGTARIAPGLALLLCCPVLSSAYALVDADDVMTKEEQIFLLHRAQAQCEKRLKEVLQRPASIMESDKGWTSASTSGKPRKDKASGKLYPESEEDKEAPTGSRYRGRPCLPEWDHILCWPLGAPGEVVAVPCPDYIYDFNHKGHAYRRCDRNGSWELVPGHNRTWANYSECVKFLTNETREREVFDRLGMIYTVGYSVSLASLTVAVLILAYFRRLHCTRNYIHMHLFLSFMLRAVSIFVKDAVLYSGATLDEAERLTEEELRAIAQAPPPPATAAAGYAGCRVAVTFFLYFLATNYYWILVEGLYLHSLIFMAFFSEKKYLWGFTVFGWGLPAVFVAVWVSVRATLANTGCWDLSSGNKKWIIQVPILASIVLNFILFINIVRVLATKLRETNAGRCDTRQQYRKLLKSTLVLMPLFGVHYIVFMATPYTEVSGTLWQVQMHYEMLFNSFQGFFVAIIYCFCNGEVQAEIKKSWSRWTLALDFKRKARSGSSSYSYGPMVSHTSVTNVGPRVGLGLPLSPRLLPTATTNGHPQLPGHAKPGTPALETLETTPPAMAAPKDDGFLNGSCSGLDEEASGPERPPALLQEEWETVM
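HEK-293-derived GP2 cells expressing PTHR1 and a GloSensor cAMP reporter, 3,000/well, plated overnight, given luciferin plus IBMX (each 0.5 mM as added) for 1 h at 37 °C, then compound for 1 h at 37 °C. Luminescence was read after 15 min at room temperature.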
TDP43 rescue = rescues yeast growth from TDP-43 toxicity | 1.8% of 410,000 active | Potency, µM (highest dose often 46.1 µM), inactives show top-dose growth rescue (activation), hits mostly activators | TDP-43 expressing yeast growth rescue, BacTiter-Glo, 24 h | AID 652104; also: % of control where 0% means no effect; nearly all actives have a fitted effect of over 50% in size
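Readout is BacTiter-Glo luminescence of cell growth, so inhibitors register as activators. TDP-43-expressing yeast at OD600=0.02 in galactose medium, after raffinose pregrowth to mid-log, were incubated with compound for 24 hr at 30 deg C.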
EPAC1 agonist = agonists of human EPAC1; O95398; EPAC1 agonist qHTS, biochemical assay; response scale: 100% = response to 6.5 mM cAMP; Potency, µM (doses to about 154 µM), for inactives: at the highest dose activation, most hits filed as activators; 0.073% of 360,000 active; also: nearly all actives have a fitted effect of over 60% in size
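Multi-concentration qHTS readout: loss of Rap1B-bound BODIPY-GDP fluorescence driven by 100 nM EPAC1 with excess GDP (50 uM), monitored kinetically at room temperature; agonist response expressed relative to 6.5 mM cAMP.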
aSyn yeast inh = alpha-synuclein toxicity inhibition in yeast | Yeast expressing alpha-synuclein, growth rescue, BacTiter-Glo, 24 h | Potency, µM (series often up to 46.1 µM), for inactives: at the highest dose growth rescue (activation), actives largely listed as activators | 0.14% of 370,000 active; also: % of control where 0% means no effect; nearly all actives have a fitted effect of over 65% in size
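Readout is rescue of growth in alpha-synuclein-expressing yeast, so inhibitors of toxicity appear as activators. Growth after 24 hr at 30 deg C in galactose medium is quantified by luminescence.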
FUS suppressor = suppressors of FUS proteinopathy in yeast; S. cerevisiae FUS-expressing, growth rescue, OD600, 24 h; Potency, µM (highest dose often 76.6 µM), inactives show top-dose growth rescue (activation), most hits filed as activators; 0.24% of 390,000 active;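 also: plate controls were DMSO vehicle for no effect and reference control for full effect; nearly all actives have a fitted effect of over 55% in size; some results filed as inactive show a strong effect at the top dose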
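S. cerevisiae expressing FUS from galactose induction served as the toxicity model. Growth after 24hr at 30C, read as absorbance at 600 nm, indicates suppression of toxicity; compounds dosed at several concentrations.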
* hit, by the source's call; [ ] = another dose, or the depositor's remark. Calls follow the shape of the dose curve; as a rule, active = well fitted curve in the direction sought with a large enough effect; inconclusive = small, poorly fitted or top-dose-only effect, or another doubt; inactive = no such curve, though single readings can be large; an effect the other way counts as inactive or inconclusive. Potency is read from the fitted curve at half-maximal effect.

Screening OCCC1CN(Cc2ccccc2OC2CCCC2)CCN1Cc1ccsc1 (configuration not stated) returned EPAC1 antag 3%, EPAC2 agonist 7%, EPAC2 antag 0%, PTHR1 ag inactive, TDP43 rescue 8%, EPAC1 agonist 5%, aSyn yeast inh 1% and FUS suppressor 13%.
O=C(Cn1nnc(-c2ccccc2)n1)OCc1csc(-c2ccccc2)n1 was read as EPAC1 antag 0%, EPAC2 agonist 3%, EPAC2 antag -4%, PTHR1 ag -1%, TDP43 rescue 10%, EPAC1 agonist 7%, aSyn yeast inh 1% and FUS suppressor 2%.
`Cc1cccc(C)c1OCC(=O)N/N=C/c1cc2c(cc1[N+](=O)[O-])OCO2` gave EPAC1 antag -11%, EPAC2 agonist 11%, EPAC2 antag 0%, PTHR1 ag -1%, TDP43 rescue 7%, EPAC1 agonist 15%, aSyn yeast inh 6% and FUS suppressor 7%.
`CN(C(=O)CS(=O)(=O)c1cn(CC(=O)N2CCOCC2)c2ccccc12)c1ccccc1` gave EPAC1 antag -14%, EPAC2 agonist 14%, EPAC2 antag 3%, PTHR1 ag 4%, TDP43 rescue 0%, EPAC1 agonist 2%, aSyn yeast inh -3% and FUS suppressor 13%.
For CCOC(=O)c1ccc(-n2c(N)c(C(=O)NCC3CCCO3)sc2=S)cc1 (configuration not stated) the results were EPAC1 antag -2%, EPAC2 agonist -3%, EPAC2 antag -2%, PTHR1 ag inactive, TDP43 rescue 19%, EPAC1 agonist 0%, aSyn yeast inh -8% and FUS suppressor 19%.
For Cc1ccc(S(=O)(=O)N2C[C@@H]3[C@H]4CC[C@H](C4)[C@@H]3[C@@H](C)C2CC(=O)c2ccccc2)cc1 (some centres not stated) the results were EPAC1 antag -18%, EPAC2 agonist 14%, EPAC2 antag 8%, PTHR1 ag -16%, TDP43 rescue -12%, EPAC1 agonist -10%, aSyn yeast inh -4% and FUS suppressor 17%.
Screening Cc1cc(NC(=O)COc2ccc3ccccc3c2Br)no1 returned EPAC1 antag -26%, EPAC2 agonist 8%, EPAC2 antag -5%, PTHR1 ag -16%, TDP43 rescue 8%, EPAC1 agonist -13%, aSyn yeast inh -1% and FUS suppressor 16%.
O=C(CSc1n[nH]c(-c2cccnc2)n1)Nc1ccc([N+](=O)[O-])cc1Br was read as EPAC1 antag -1%, EPAC2 agonist 5%, EPAC2 antag -3%, PTHR1 ag -28%, TDP43 rescue 9%, EPAC1 agonist 5%, aSyn yeast inh -6% and FUS suppressor -14%.
`COc1ccc(CCNC(=O)CCn2c(=O)oc3ccccc32)cc1OC` gave EPAC1 antag 0%, EPAC2 agonist 4%, EPAC2 antag 21%, PTHR1 ag -8%, TDP43 rescue 1%, EPAC1 agonist 7%, aSyn yeast inh -3% and FUS suppressor -22%.
`O=C(NCCc1nc2ccccc2[nH]1)/C(=C/c1ccco1)NC(=O)c1ccccc1Br` gave EPAC1 antag 6%, EPAC2 agonist 0%, EPAC2 antag 16%, PTHR1 ag inactive, TDP43 rescue -1%, EPAC1 agonist -1% and aSyn yeast inh -4%.
O=C(NC(=O)c1ccccc1)Nc1ccc(-c2cnco2)cc1 was read as EPAC1 antag -9%, EPAC2 agonist 13%, EPAC2 antag 3%, PTHR1 ag -22%, TDP43 rescue -8%, EPAC1 agonist 5%, aSyn yeast inh -10% and FUS suppressor 42%.
`O=C(Nc1ccccc1)C1CCN(S(=O)(=O)c2ccc3c(c2)OCCO3)CC1` gave EPAC1 antag -15%, EPAC2 agonist 9%, EPAC2 antag -7%, PTHR1 ag -19%, TDP43 rescue 0%, EPAC1 agonist -2%, aSyn yeast inh 1% and FUS suppressor 4%.
For COc1cc(-c2nnn(Cc3ccccc3C)n2)cc(OC)c1OC the results were EPAC1 antag -20%, EPAC2 agonist 21%, EPAC2 antag -6%, PTHR1 ag -34%[inhibitor], TDP43 rescue 15%, EPAC1 agonist 7%, aSyn yeast inh -11% and FUS suppressor -3%.
For COC(=O)c1ccccc1N=NNc1ccc([N+](=O)[O-])cc1 the results were EPAC1 antag 16%, EPAC2 agonist 5%, EPAC2 antag 2%, PTHR1 ag inactive, TDP43 rescue 0%, EPAC1 agonist 14%, aSyn yeast inh -8% and FUS suppressor -12%.
Cc1cccc(C(=O)N=C2SC3CS(=O)(=O)CC3N2c2ccccc2)c1 (configuration not stated) was read as EPAC1 antag -10%, EPAC2 agonist -1%, EPAC2 antag -17%, PTHR1 ag inactive, TDP43 rescue -10%, EPAC1 agonist -1%, aSyn yeast inh -4% and FUS suppressor -7%.
For Cc1noc(C(=O)Nc2ccccc2C(F)(F)F)c1Cl the results were EPAC1 antag 2%, EPAC2 agonist -1%, EPAC2 antag 3%, PTHR1 ag -3%[57.5 µM], TDP43 rescue -6%, EPAC1 agonist 1%, aSyn yeast inh 0% and FUS suppressor 8%.
Screening CCOC(=O)NC(=O)/C(N=Nc1ccc(C(F)(F)F)cc1)=C(\C)O returned EPAC1 antag -1%, EPAC2 agonist -7%, EPAC2 antag -6%, PTHR1 ag inactive, TDP43 rescue -17%, EPAC1 agonist 7%, aSyn yeast inh -3% and FUS suppressor 17%.
For CC(=O)N1CCCc2cc(S(=O)(=O)NCc3ccc(C)cc3)ccc21 the results were EPAC1 antag -1%, EPAC2 agonist 1%, EPAC2 antag 3%, PTHR1 ag inactive, TDP43 rescue 1%, EPAC1 agonist 14%, aSyn yeast inh 5% and FUS suppressor 26%.
For Oc1cccc2c(NC(=S)Nc3ccc(OC(F)F)cc3)cccc12 the results were EPAC1 antag -11%, EPAC2 agonist 12%, EPAC2 antag -11%, PTHR1 ag inactive, TDP43 rescue -14%[0.397 µM], EPAC1 agonist -4%, aSyn yeast inh -3% and FUS suppressor 59%.
For COC(=O)CC1(C(=O)OC)Oc2ccc(Br)cc2C(=O)N1c1cc(Cl)c(Cl)cc1Cl (configuration not stated) the results were EPAC1 antag -22%, EPAC2 agonist 6%, EPAC2 antag inconclusive, PTHR1 ag -41%[inhibitor], TDP43 rescue 26%, EPAC1 agonist 7%, aSyn yeast inh -11% and FUS suppressor 39%.

Four structures already listed, arranged by heavy-atom count, ascending.
For COC(=O)c1ccccc1N=NNc1ccc([N+](=O)[O-])cc1 the results were EPAC1 antag 16%, EPAC2 agonist 5%, EPAC2 antag 2%, PTHR1 ag inactive, TDP43 rescue 0%, EPAC1 agonist 14%, aSyn yeast inh -8% and FUS suppressor -12%.
Screening CCOC(=O)NC(=O)/C(N=Nc1ccc(C(F)(F)F)cc1)=C(\C)O returned EPAC1 antag -1%, EPAC2 agonist -7%, EPAC2 antag -6%, PTHR1 ag inactive, TDP43 rescue -17%, EPAC1 agonist 7%, aSyn yeast inh -3% and FUS suppressor 17%.
O=C(Cn1nnc(-c2ccccc2)n1)OCc1csc(-c2ccccc2)n1 was read as EPAC1 antag 0%, EPAC2 agonist 3%, EPAC2 antag -4%, PTHR1 ag -1%, TDP43 rescue 10%, EPAC1 agonist 7%, aSyn yeast inh 1% and FUS suppressor 2%.
`O=C(Nc1ccccc1)C1CCN(S(=O)(=O)c2ccc3c(c2)OCCO3)CC1` gave EPAC1 antag -15%, EPAC2 agonist 9%, EPAC2 antag -7%, PTHR1 ag -19%, TDP43 rescue 0%, EPAC1 agonist -2%, aSyn yeast inh 1% and FUS suppressor 4%.

The results go on.
Screening COc1ccc(C(=O)Nc2cc(S(=O)(=O)N3CCCCC3)ccc2OC)cc1 returned EPAC1 antag 4%, EPAC2 agonist 5%, EPAC2 antag -11%, PTHR1 ag -26%, TDP43 rescue 4%, EPAC1 agonist 5%, aSyn yeast inh -13% and FUS suppressor -9%.
Screening CC1CCN(C(=O)CSc2nnc(-c3ccco3)n2N)CC1 returned EPAC1 antag -4%, EPAC2 agonist 5%, EPAC2 antag -13%, PTHR1 ag -21%, TDP43 rescue 1%, EPAC1 agonist 8%, aSyn yeast inh 1% and FUS suppressor -54%.
`C=C1c2cccc(C(F)(F)F)c2O[C@H](C(=O)OCC)[C@H]1OC` gave EPAC1 antag -4%, EPAC2 agonist 4%, EPAC2 antag inconclusive, PTHR1 ag -10%, TDP43 rescue -28%, EPAC1 agonist -16%, aSyn yeast inh 0% and FUS suppressor -21%.
CCn1c(SCC(=O)NC2CC2)nnc1-c1cccc(OC)c1 was read as EPAC1 antag -11%, EPAC2 agonist 11%, EPAC2 antag -4%, PTHR1 ag inactive, TDP43 rescue 0%, EPAC1 agonist -7% and aSyn yeast inh -9%.
CCOc1c2ccc(C(=O)NCCCCc3ccccc3)cc2nn1CC was read as EPAC1 antag -5%, EPAC2 agonist 10%, EPAC2 antag 20%, PTHR1 ag -1%, TDP43 rescue 11%, EPAC1 agonist -11%, aSyn yeast inh -3% and FUS suppressor 6%.
For O=C1CN(C(=O)c2ccc(Br)o2)C(c2ccccc2)c2cc(Br)ccc2N1 (configuration not stated) the results were EPAC1 antag -13%, EPAC2 agonist 12%, EPAC2 antag -14%, PTHR1 ag -34%[inhibitor], TDP43 rescue 0%, EPAC1 agonist 4%, aSyn yeast inh 22% and FUS suppressor 37%.
Screening COc1ccccc1NCC(O)COc1ccc(C(C)(C)C)cc1 (configuration not stated) returned EPAC1 antag -25%, EPAC2 agonist -14%, EPAC2 antag inconclusive, PTHR1 ag -14%, TDP43 rescue -27%, EPAC1 agonist 1%, aSyn yeast inh inconclusive and FUS suppressor inconclusive.
O=C(N/N=C/c1ccc(N2CCOCC2)cc1)c1ccc(O)cc1 was read as EPAC1 antag -6%, EPAC2 agonist 2%, EPAC2 antag 9%, PTHR1 ag -27%, TDP43 rescue 3%, EPAC1 agonist 3%, aSyn yeast inh inconclusive and FUS suppressor -9%.
Screening CCOC(=O)N1CCN(C(=O)c2ccc3c(c2)N(Cc2ccc(C)cc2)CCS3)CC1 returned EPAC1 antag -16%, EPAC2 agonist 7%, EPAC2 antag -21%, PTHR1 ag inactive, TDP43 rescue inconclusive, EPAC1 agonist 1%, aSyn yeast inh 20% and FUS suppressor 56%.
CN1CCN(NC(=O)c2cn(-c3ccccc3)nc2-c2cccc(Br)c2)CC1 was read as EPAC1 antag -9%, EPAC2 agonist 1%, EPAC2 antag -12%, PTHR1 ag inactive, TDP43 rescue -24%, EPAC1 agonist 0%, aSyn yeast inh 2% and FUS suppressor 14%.
Screening C=CCS/C(=N\n1cnc2ccccc2c1=O)N(CC)CC returned EPAC1 antag 11%, EPAC2 agonist inconclusive, EPAC2 antag inconclusive, PTHR1 ag inactive, TDP43 rescue 13%, EPAC1 agonist 1%, aSyn yeast inh 2% and FUS suppressor 3%.

A portion of the library; rates above refer to the full screens.
